S1P3 antagonist = S1P3 (human) receptor antagonism; Q99500; CHO S1P3 NFAT-BLA reporter, FRET fluorescence, antagonist mode; inhibition, % at 4.98 µM; 170,000 compounds, 0.27% hits; AID 485;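 active = inhibition above the plate cutoff, the mean inhibition of test wells on that plate plus 3 SD, cut at about 28% in these data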;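 also: cells challenged with S1P at its EC80 of 0.8 µM; blue over green emission ratio from cleaved BLA substrate after 4 h stimulation; 0% = S1P-stimulated wells and 100% = unstimulated DMSO-only wells; some compounds past the cut are filed as inactive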
Target sequence (Q99500 whole entry, looked up): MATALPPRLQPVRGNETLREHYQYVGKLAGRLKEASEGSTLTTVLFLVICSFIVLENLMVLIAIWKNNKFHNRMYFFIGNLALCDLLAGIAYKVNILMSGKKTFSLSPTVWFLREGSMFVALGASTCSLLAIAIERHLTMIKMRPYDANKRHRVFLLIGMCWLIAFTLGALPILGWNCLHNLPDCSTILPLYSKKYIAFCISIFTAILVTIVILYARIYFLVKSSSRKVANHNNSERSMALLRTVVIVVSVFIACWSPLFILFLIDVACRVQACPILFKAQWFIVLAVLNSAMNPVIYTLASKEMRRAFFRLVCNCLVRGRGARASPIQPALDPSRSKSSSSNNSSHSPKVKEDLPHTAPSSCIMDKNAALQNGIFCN
TR-FRET SRC-2 ct = flags TR-FRET format artefacts in PPARgamma SRC-2 recruitment agonist screen; TR-FRET artefact counter-screen; stronger effect = higher value; TR-FRET ratio at 8 µM; 200,000 compounds, 0.4% hits; AID 1049; in the data active = TR-FRET ratio above about 2000; also: inactives centre near 1500; reference of the scale not given here
TLR4-MyD88 BLA = blocks binding of human TLR4 to MyD88; 200,000 compounds, 0.18% hits; inhibition, % at 8.4 µM; HeLa CL3-4 TLR4/MyD88 BLA complementation, FRET ratio; O00206+Q99836; AID 861; in the data active = inhibition above about 25%;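 also: 0% = vehicle and 100% = reference inhibitor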
bIAP activator = increases bovine intestinal alkaline phosphatase activity. purified bovine IAP, CDP-star luminescence, 30 min; stronger effect = higher value; fold of DMSO-control signal, blank-subtracted. activation factor at 20 µM. 200,000 compounds, 0.17% hits. AID 1016;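 active = activation factor of 2 or more at 20 µM, a signal rise over negative controls twice the positive control's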
PPARg SRC-1 ag = promotes SRC-1 coactivator recruitment by human PPARgamma; PPARgamma-SRC-1 coactivator recruitment biochemical assay; activation, % at 8 µM; 200,000 compounds, 0.41% hits; AID 631; in the data active = activation above about 19%;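 also: 0% = DMSO and 100% = reference agonist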
Target sequence (P37231 whole entry, looked up): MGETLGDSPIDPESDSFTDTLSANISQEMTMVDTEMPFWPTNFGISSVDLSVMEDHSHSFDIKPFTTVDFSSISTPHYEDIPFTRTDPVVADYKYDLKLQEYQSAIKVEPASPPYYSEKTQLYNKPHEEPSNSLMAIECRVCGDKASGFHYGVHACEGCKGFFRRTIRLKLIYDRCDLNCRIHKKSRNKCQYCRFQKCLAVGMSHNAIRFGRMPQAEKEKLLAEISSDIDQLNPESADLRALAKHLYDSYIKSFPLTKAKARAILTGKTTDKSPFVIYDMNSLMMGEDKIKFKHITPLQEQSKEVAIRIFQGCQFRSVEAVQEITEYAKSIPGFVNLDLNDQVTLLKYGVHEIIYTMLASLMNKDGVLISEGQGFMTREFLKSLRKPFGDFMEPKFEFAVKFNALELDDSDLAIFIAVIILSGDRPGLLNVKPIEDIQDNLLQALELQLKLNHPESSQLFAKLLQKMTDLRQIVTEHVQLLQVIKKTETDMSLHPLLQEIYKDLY
Redox H2O2 prof = compounds producing H2O2 with reducing agent – biochemical, NIH compound library profiling, artefact control for MLSCN library redox annotation, primary screen; DTT-dependent redox cycling H2O2, phenol red/HRP absorbance; 100% = 100 µM peroxide control, 0% = buffer; activation, % at 10 µM; 200,000 compounds, 0.03% hits;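 active = activation of at least 50% relative to the plate's high and low controls in the primary single-dose screen; inactive = activation below 50%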;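 also: compound incubated with DTT at 0.8 mM final as the reducing agent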
ROMK primary = modulates human ROMK potassium channel activity. P48048. Tet-inducible ROMK, thallium flux fluorescence; actives lie on both sides. B-score at 10 µM. 130,000 compounds, 2% hits;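 active = signal ratio slope over the read window, or its plate-corrected B-score, at least 3 SD from the plate mean, either direction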;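 also: B-score of the F/F0 ratio slope over 7 to 12 s after thallium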
Lmaj promast = Leishmania major promastigote growth inhibition | Leishmania major promastigotes, resazurin fluorescence viability | inhibition, % at 10 µM | 200,000 compounds, 9% hits | AID 1063; in the data active = inhibition above about 50%;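 also: promastigotes grown with compound for 44 hours at 28 °C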
bIAP inh = intestinal alkaline phosphatase (bovine) inhibition | purified bovine IAP, CDP-star luminescence, 30 min | inhibition, % at 20 µM | 190,000 tested, under 10 active;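 active = over 50% inhibition of intestinal alkaline phosphatase at 20 µM in the single-dose screen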
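Assay system – bovine IAP enzyme · Quantity – bovine IAP at 1/65,000,000 final dilution · Detection – CDP-star luminescence signal · Times – 30 min reaction at room temperature · Also added – CDP-star substrate at 30 µM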
PPARg SRC-3 ag = promotes SRC-3 coactivator recruitment by human PPARgamma. biochemical PPARgamma/SRC-3 coactivator recruitment assay. P37231. 200,000 compounds, 0.26% hits. activation, % at 8 µM; in the data active = activation above about 23%;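 also: 0% = DMSO and 100% = reference agonist; some compounds past the cut are filed as inactive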
PPARg SRC2 recr = agonists of SRC-2 recruitment by human PPARgamma; P37231; PPARgamma LBD-SRC-2 recruitment, biochemical; activation, % at 8 µM; 200,000 compounds, 0.34% hits; in the data active = activation above about 22%;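 also: 0% = vehicle and 100% = reference agonist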
An asterisk follows results filed as active; . = no result given. Compounds were not picked by outcome. About 11% of those tested had a hit in this group.

Results follow in this order: S1P3 antagonist	TR-FRET SRC-2 ct	TLR4-MyD88 BLA	bIAP activator	PPARg SRC-1 ag	Redox H2O2 prof	ROMK primary	Lmaj promast	bIAP inh	PPARg SRC-3 ag	PPARg SRC2 recr
> C/C(=N/NC(=O)C1CCCCC1)c1ccc([N+](=O)[O-])cc1
    14	1379	-3	1.1	4	0.0	.	-7	-5	1	3
> CCC(C)NC(=O)c1ccccc1NC(=O)c1ccc(CSc2ccc(C)cc2)cc1 (stereo not drawn)
    .	1738	16	0.8	6	1.4	.	-1	16	4	8
> O=C(NCc1ccccc1Cl)C1CCCO1 (stereo not drawn)
    -2	1585	6	1	4	-0.2	-0.06	-3	3	3	-1
> CC(=O)Nc1ccc(S(=O)(=O)NCc2ccncc2)cc1
    5	1672	8	1.2	5	-0.3	0.042	-6	-18	1	2
> Cc1ccc(NC(=O)N2CCC(c3ccccc3)C2)cc1C (stereo not drawn)
    9	1445	19	0.9	-4	0.5	-0.37	6	9	1	-4
> CCOC(=O)c1cc(C#N)c(N)nc1C
    -18	1652	-2	0.9	7	0.4	-0.12	-2	12	6	3
> Cc1c(C#N)c2ccccc2n1CC(=O)O
    -12	1402	8	.	4	1.7	0.75	-3	.	3	3
> CCCn1nnc2ccccc2c1=O
    .	1567	18	0.9	0	-7.9	0.4	-4	5	-4	3
> NNC(=O)CCn1c2ccccc2c2ccccc21
    -9	1505	-6	1	-10	-0.1	-0.59	4	5	-2	-7
> Cn1cnnc1SCCC(=O)Nc1ccccc1
    -20	1729	3	0.9	0	0.5	.	-5	8	-1	12
> CCc1cc(-c2[nH]ncc2-c2ccc3c(c2)OCO3)c(O)cc1O
    15	1472	0	1.7	1	-1.1	.	-2	-66	-1	4
> O=C(CSc1nnc(Cc2cccs2)n1Cc1ccco1)Nc1cc(Cl)cc(Cl)c1
    -5	1533	10	0.7	-1	-0.9	-0.33	6	35	-5	-3
> CC(C)NC(=O)CN(c1cccc([N+](=O)[O-])c1)S(=O)(=O)c1ccccc1
    -6	1632	1	1.1	-3	0.2	-0.61	-3	-7	4	-5
> COc1ccc(Cl)cc1-c1nc(SCC(=O)NC(C)(C)C)n[nH]1
    4	1555	6	0.9	4	-1.7	-0.77	13	7	3	1
> C[C@H](NC(=O)c1ccccc1Cl)C(=O)OCC(=O)N1CC2(C)CC1CC(C)(C)C2 (stereo partly drawn)
    3	1542	4	1	5	0.6	.	-4	3	1	3
> C#CCNC(=O)C1=C[C@H](c2csc3ccccc23)C[C@H](OCc2ccc(CO)cc2)O1
    1	1513	0	1	-3	-0.5	.	13	1	6	6
> CCOc1ccc(N(CC(=O)NCC2CCCO2)S(=O)(=O)c2ccc(Cl)cc2)cc1 (stereo not drawn)
    .	1295	-8	1	-1	0.1	-1	70*	4	-4	0
> Cn1nnnc1SCc1csc(Nc2ccccc2)n1
    -1	1546	-2	0.8	2	1.9	-0.12	-3	21	7	-3
> COc1cccc(C(=O)Nc2ccc3c(c2)C(=O)N(CCC(=O)O)C3=O)c1
    .	1580	1	1	0	3.4	.	-8	4	3	1
> Cc1oc2nc(SCCCC(=O)NCCO)nc(N)c2c1C
    -14	1614	4	1	6	1.5	-0.35	3	1	12	1
> CCOC(=O)CCCCC(=O)c1[nH]c(=O)[nH]c1CSc1nc2ccccc2[nH]1
    -12	1488	4	1	1	0.8	-0.89	-6	3	13	1
> CCc1nc(SCc2cccnc2)[nH]c(=O)c1C
    -20	1615	-1	1	-3	-0.1	.	1	4	-3	2
> Cc1cc(S(=O)(=O)N(Cc2ccc(C(C)(C)C)cc2)Cc2cccs2)ccc1-n1cnnn1
    -3	1695	-16	1	6	1.1	-0.064	22	0	0	4
> N/N=C(/Cc1nc2ccccc2[nH]1)c1ccc([N+](=O)[O-])cc1
    -7	1611	2	1	3	-1.9	0.15	39	-1	6	14
> CCNC(=O)NC(=O)C(C)Sc1nnc(COc2ccccc2Cl)o1 (stereo not drawn)
    .	1393	11	1.1	-1	0.0	-1.1	33	-8	-1	-4
> CC(=O)Nc1ccc(NC(=O)C2CCN(C(=O)c3cccs3)CC2)cc1
    -22	1635	-6	1	4	1.1	0	-5	1	6	4
> Cc1cc(N)n(-c2ncnc3scc(-c4ccc(Cl)cc4)c23)n1
    .	1651	9	0.9	3	0.2	-0.16	-1	6	5	21
> COc1ccc(/C=C(/C#N)C(=O)Nc2ccccc2C)cc1C(=O)O
    -2	1715	-6	0.9	5	-0.1	0.2	59*	9	4	-1
> O=c1c2cc(N3CCOCC3)ccc2[nH]c(=S)n1CCCN1CCCCC1
    .	1506	-3	1	1	1.3	.	7	0	16	14
> Cn1nnc(NC(=O)CSc2ccc(Cl)cc2)n1
    -6	1608	5	1.1	9	3.5	.	9	-7	12	6
> CCn1c2ccccc2c2cc(NC(=O)c3ccccc3[N+](=O)[O-])ccc21
    9	1311	-11	0.9	6	0.4	.	-4	5	0	-4
> Cc1cccc(CCN(CC(=O)NC2CCCCC2)C(=O)c2csnn2)c1
    -21	1363	1	1	-12	-1.1	-1.3	-1	0	-2	-4
> Cc1nn2c(nc(N3CCOCC3)c3ccccc32)c1C=C(C#N)C#N
    -4	1547	-3	1	5	-0.3	1.4	0	-4	-2	5
> O=C(NCc1ccncc1)c1cnccn1
    -14	1665	2	0.9	4	3.4	.	-1	12	-7	-4
> O=C(CN1CCCC1)Nc1nnc(-c2cccs2)s1
    -1	1707	3	0.9	-5	-0.1	0.93	-6	15	1	-5
> Cn1c(CNc2nc3ccccc3n2CCN2CCCCC2)nc2ccccc21
    -29	1675	-7	1.9	-2	0.8	.	99*	-87	4	5
> Cc1ccc2c(COC(=O)CC3Sc4ccccc4NC3=O)cc(=O)oc2c1C (stereo not drawn)
    -1	1562	-9	1	9	0.4	0.17	46	1	-1	-3
> CCCn1c(N)[n+](CC(=O)c2ccco2)c2ccccc21
    .	1313	22	0.9	-5	-3.2	.	3	8	-12	3
> COc1ccc(S(=O)(=O)N2CCN(C(=O)c3cc(C)oc3C)CC2)cc1
    10	1667	6	1	-5	-1.6	-0.61	9	4	-3	2
> CC(=O)NC1C(=O)Nc2c1cccc2C(F)(F)F (stereo not drawn)
    7	1433	15	0.9	-7	1.2	.	-4	7	-8	-2
> O=C1CC2c3ccccc3C1C1C(=O)N(CCc3ccccc3)C(=O)C21 (stereo not drawn)
    0	1557	-21	1	-6	-0.2	.	-3	5	-5	-1
> COc1cc2c(cc1OC)C(C)=NCC2
    -11	1521	-2	1	2	-0.5	-0.74	-2	0	-1	-1
> CCOC(=O)C(Sc1n[nH]c(N)n1)c1ccccc1 (stereo not drawn)
    .	1513	-8	0.9	3	0.0	-0.027	-2	11	-4	3
> CN(C)c1ccnc2sc3c(=O)n(-c4ccc(Cl)cc4)cnc3c12
    .	1377	6	.	6	1.4	0.27	7	.	-15	-10
> O=C1CC(c2ccccc2)CC(O)=C1C=NCCc1ccccc1 (stereo not drawn)
    9	1641	9	1	12	-0.6	-0.26	-6	1	0	2
> COc1ccc2c(-c3ccccc3)cc(SC(C)C(N)=O)nc2c1 (stereo not drawn)
    -3	1480	-12	1	1	-0.1	-0.34	81*	-2	3	6
> CSc1ncccc1C(=O)OCn1nnc2ccccc2c1=O
    -23	1396	-6	1	-10	0.2	.	12	1	-5	0
> Cn1c(Cl)c(/C=N/OC(=O)c2ccccc2Cl)c2ccccc21
    .	1605	-2	0.9	9	-0.3	.	-10	13	10	7
> CN(CCc1cnn(C)c1)Cc1nc(CC2CC2)no1
    -6	1439	-1	0.9	3	-1.1	1.8	-4	14	-7	3
> COC(=O)c1sc2ccccc2c1NC(=O)c1ccc(S(=O)(=O)N2CCCCC2C)cc1 (stereo not drawn)
    1	1523	-1	1.2	0	-0.3	-0.63	25	-16	1	6
> O=C(O)c1cc(Cl)c2c(c1)[C@@H]1C=CC[C@@H]1[C@H](c1ccc(S(=O)(=O)N3CCOCC3)cc1)N2
    -5	1521	4	0.9	-9	0.8	0.91	-6	11	-8	0
> O=C(Cn1cc([N+](=O)[O-])cn1)Nc1nccs1
    0	1649	5	1	6	-0.9	.	-4	-2	5	5
> COc1ccc(CNC(=O)c2csnn2)cc1
    -26	1601	17	1.1	4	-0.4	0.19	2	-5	-11	-5
> CCCCC(=O)Nc1cc(NC(=O)CCCC)cc(C(=O)O)c1
    -27	1511	13	0.9	-2	20	0.94	-4	7	-2	7
> CCn1c(SCC(=O)N2CCC(C(N)=O)(N3CCCCC3)CC2)nc2ccccc2c1=O
    -16	1572	7	.	10	1.2	.	1	.	3	6
> CCc1nnc(NC(=O)CSc2nnc3scc(-c4ccc(C)cc4)n23)s1
    8	1556	-7	.	-5	3.2	-0.45	4	.	-3	-1
> [O-][n+]1c2c(nn1-c1ccccc1)/C(=N/O)CCC2
    9	1665	-3	1.1	2	0.1	0.093	-1	-6	0	5
> CCOC(=O)Cc1cc(=O)n2[nH]c(C)c(C#N)c2n1
    .	1435	-2	1	-1	2.7	.	-8	0	-4	5
> COCCNc1cc(C)nc2ccccc12
    -55	1427	-2	1	-7	0.1	-0.0064	10	2	-19	2
> C=CCn1c(C(C)NC(=O)c2ccc(C)cc2)n[nH]c1=S (stereo not drawn)
    -3	1674	-6	0.9	0	-0.1	-0.23	-8	6	4	8

Next section:
Results follow in this order: S1P3 antagonist	TR-FRET SRC-2 ct	TLR4-MyD88 BLA	bIAP activator	PPARg SRC-1 ag	Redox H2O2 prof	ROMK primary	Lmaj promast	bIAP inh	PPARg SRC-3 ag	PPARg SRC2 recr
> COc1cccc(NC(=O)CN2C(=O)NC(C)(CC(C)C)C2=O)c1 (stereo not drawn)
    -4	1691	-4	1	1	5.0	0.23	-3	2	-2	0
> COc1ccc(CC(=O)NNC(=O)c2cccnc2)cc1OC
    10	1725	9	1.1	-3	0.3	0.53	-5	-13	2	7
> CCOC(=O)c1ccc(N2C(=O)CC(N3CCC(O)(c4ccc(Cl)cc4)CC3)C2=O)cc1 (stereo not drawn)
    -3	1597	2	0.9	3	2.2	.	-8	10	-6	-5
> CC(=O)NC(Cc1ccc(C)cc1)C(=O)NC1CCN(C(=O)c2cnccn2)CC1 (stereo not drawn)
    3	1475	2	1	6	2.0	.	-5	-1	8	4
> Cc1ccc(OCC(=O)Nc2ccc(N3CCN(S(C)(=O)=O)CC3)cc2)c(C)c1
    0	1734	1	1.3	4	0.3	0.81	4	-33	2	3
> Cc1ccc(C)c(NC(=S)NCCSc2ccc(Cl)cc2)c1
    17	1532	-1	0.6	-6	0.2	0.48	16	36	-1	-5

In a second layout: 2 of the compounds above.
Cc1ccc(C)c(NC(=S)NCCSc2ccc(Cl)cc2)c1
  S1P3 antagonist: 17
  TR-FRET SRC-2 ct: 1532
  TLR4-MyD88 BLA: -1
  bIAP activator: 0.6
  PPARg SRC-1 ag: -6
  Redox H2O2 prof: 0.2
  ROMK primary: 0.48
  Lmaj promast: 16
  bIAP inh: 36
  PPARg SRC-3 ag: -1
  PPARg SRC2 recr: -5

CCOC(=O)c1ccc(N2C(=O)CC(N3CCC(O)(c4ccc(Cl)cc4)CC3)C2=O)cc1 (stereo not drawn)
  S1P3 antagonist: -3
  TR-FRET SRC-2 ct: 1597
  TLR4-MyD88 BLA: 2
  bIAP activator: 0.9
  PPARg SRC-1 ag: 3
  Redox H2O2 prof: 2.2
  ROMK primary: .
  Lmaj promast: -8
  bIAP inh: 10
  PPARg SRC-3 ag: -6
  PPARg SRC2 recr: -5
